Assay outcomes deposited in PubChem by several laboratories.
NR2E3 ag-1 – activates human photoreceptor nuclear receptor NR2E3 | Q9Y5X4 | 320,000 compounds, 0.12% hits | inhibition of corepressor binding, % at 4.78 µM | AID 2300 | GST-NR2E3/biotin-RetCOR TR-FRET, 1536-well;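 active means percent inhibition above the cutoff of mean plus 3 SD of all tested compounds, set per screening campaign, cut at about 20% in these data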;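 further: 0% = DMSO wells and 100% = biotin wells as full block of FRET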
Target sequence (Q9Y5X4 whole entry, looked up): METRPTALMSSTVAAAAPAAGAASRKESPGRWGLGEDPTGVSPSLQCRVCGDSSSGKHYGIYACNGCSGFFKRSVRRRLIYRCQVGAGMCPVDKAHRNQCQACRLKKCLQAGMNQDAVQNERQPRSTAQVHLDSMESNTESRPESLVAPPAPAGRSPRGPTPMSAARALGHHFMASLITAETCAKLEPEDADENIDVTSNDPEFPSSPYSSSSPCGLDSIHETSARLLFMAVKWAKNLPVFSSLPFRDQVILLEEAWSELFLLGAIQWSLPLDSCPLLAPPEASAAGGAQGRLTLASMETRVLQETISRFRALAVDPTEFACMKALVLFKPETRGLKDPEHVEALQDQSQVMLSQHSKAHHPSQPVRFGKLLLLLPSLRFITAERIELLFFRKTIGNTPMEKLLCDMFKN
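Format: 1536-well format; test system: GST-NR2E3 and biotin-RetCOR proteins; read-out basis: percent inhibition of TR-FRET ratio; timing: 5 h incubation at 4 °C; detection: time-resolved FRET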
Shn3 3UTR inh – reduces Shn3 3'UTR luciferase signal in osteoblasts | Clone20 osteoblast Shn3 3'UTR firefly luciferase, 24 h | inhibition, % at 12.5 µM | AID 588674 | 360,000 compounds, 0.52% hits;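 active means mean inhibition of at least 75% with every replicate also reaching 75%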;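 further: 0% = median of neutral control wells and 100% = pilot-screen positive control compound; some compounds past the cut are filed as inactive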
KKLEB tox – counter-screen for CF NF-kB inhibitors: cytotoxicity. KKLEB CF airway cells viability, ATPlite luminescence, overnight; active compounds read low; cells stimulated with P. aeruginosa culture filtrate. activity change (cytotoxicity), % at 5 µM. 360,000 compounds, 0.36% hits;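 active means corrected activity change at or below -50% at 5 µM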
C8 TRAIL sens – sensitizes caspase-8 expressing cells to TRAIL. NB7+C8 cells + TRAIL, ATPlite viability luminescence. 360,000 compounds, 1% hits. inhibition (viability loss, TRAIL sensitization), % at 10 µM;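 active means compounds causing at least 50% loss of cell viability in the single-dose screen, relative to plate controls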
TROY NFkB inh – blocks TROY-dependent signaling in reporter cells | AID 1347056 | Q293 LMP1-TROYcd NF-kB luciferase reporter, 4 h | inhibition, % at 10 µM | 360,000 compounds, 0.98% hits;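 active means compounds whose plate-normalised and pattern-corrected inhibition of the luciferase reporter signal at the single screening dose is 50% or more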
MITF TRPM1 inh – reduces MITF-dependent TRPM1 promoter luciferase signal; SK-MEL-5 TRPM1 promoter luciferase, 24 h; 330,000 compounds, 0.83% hits; inhibition, % at 12.5 µM; AID 488899;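 active means mean inhibition across replicates of 60% or more, whatever share of single replicates reaches that level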; further: values of inactives mirror those of a sister screen read the other way
Peg3 prom inh – reduces Peg3 promoter-driven luciferase expression in HeLa; HeLa PEG-Prom luciferase reporter, luminescence, overnight; AID 588405; 360,000 compounds, 1.7% hits; inhibition, % at 20 µM;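 active means inhibition of at least 50% at 20 µM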
NR2E3 ag-2 – agonists of human NR2E3 nuclear receptor; AID 602229; inhibition of corepressor binding, % at 3.98 µM; Q9Y5X4; 360,000 compounds, 0.35% hits; CHO-S Gal4-NCOR/VP16-NR2E3 two-hybrid, luciferase;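 active means inhibition above the mean of all tested compounds plus 3 SD, cut at about 70% in these data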;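 further: 0% = DMSO with NR2E3 transfected cells and 100% = cells lacking NR2E3 construct; higher means lower luciferase signal from less NR2E3 corepressor binding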
CF NFkB inh – cystic fibrosis NF-kB activation inhibition | inhibition, % at 5 µM | KKLEB NF-kB-GFP reporter, PAF-induced, GFP fluorescence overnight | AID 588850 | 360,000 compounds, 0.86% hits;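 active means at least 50% inhibition at 5 µM, scaled per plate between neutral and stimulator controls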;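 further: PAF is a Pseudomonas aeruginosa culture filtrate used as stimulus; plate controls were PAF-stimulated DMSO wells for no effect and unstimulated DMSO wells for full effect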
TWEAK-Fn14 inh – blocks TWEAK-Fn14 interaction in a reporter cell assay | TWEAK-stimulated Fn14 reporter cells, luciferase luminescence, 8 h | inhibition, % at 10 µM | 360,000 compounds, 2% hits | AID 1159606; in the data active means inhibition above about 50%
HIF-2a inh – inhibitors of HIF-2a | 786-0 RCC cells HIF-2a reporter, luciferase luminescence, overnight | inhibition, % at 18.8 µM | 360,000 compounds, 0.72% hits;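 active means inhibition of the luminescence signal of 40% or more relative to plate controls, in a single-dose primary screen at 18.75 µM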
An asterisk follows results filed as active; . = not tested or not shown.

SMILES	NR2E3 ag-1	Shn3 3UTR inh	KKLEB tox	C8 TRAIL sens	TROY NFkB inh	MITF TRPM1 inh	Peg3 prom inh	NR2E3 ag-2	CF NFkB inh	TWEAK-Fn14 inh	HIF-2a inh
CCOC(=O)c1cnc2c(c(C)nn2C)c1Oc1ccc(OC)cc1	-1	14	-3	-6	8	.	9	-15	9	-15	21
CN(C)S(=O)(=O)c1ccc(NCC2COc3ccccc3O2)c([N+](=O)[O-])c1 (stereo unspecified)	-1	-9	-9	12	-33	-29	-52	-36	3	-15	-105
NC(=O)c1ccc(Nc2nnc(-c3ccc(O)cc3)c3ccccc23)cc1	-1	-8	0	10	0	7	3	0	2	-16	13
COc1ccc(N2C(=O)CC(N3CCN(c4nc5ccccc5s4)CC3)C2=O)cc1 (stereo unspecified)	2	-1	-4	-7	22	-1	5	4	1	-12	10
O=C(Cc1ccc(-n2cnnn2)cc1)NC12CC3CC(CC(C3)C1)C2	1	26	-6	-1	10	6	3	-1	-11	-7	9
CCOc1ccc(NC(=O)CCSc2nnc(C)s2)cc1	1	6	2	-7	10	0	5	-3	-2	-20	-14
O=C(CN1CCOCC1)N(c1ccccc1)c1ccc2ccccc2c1	-1	2	-9	-7	-16	-3	-17	-18	-19	-3	-36
COc1ccc(C(=O)NC(=S)N(Cc2ccccc2)Cc2ccccc2)cc1	-3	39	6	12	-5	17	4	17	-24	-33	2
Cc1cc(/C=N/n2cnnc2)c(C)n1-c1ccc(C(=O)O)cc1	-5	1	0	-11	-6	-3	5	1	5	0	14
COc1ccc(OC)c(N(CC(=O)NC2CCCC2)S(=O)(=O)c2ccc(OC)c(OC)c2)c1	-1	-2	8	-26	-2	-8	9	1	-21	0	6
O=c1[nH]nc(Cc2ncc(C(F)(F)F)cc2Cl)c2ccccc12	-1	21	-15	3	11	15	13	11	6	3	14
O=C(CCCN1C(=O)/C(=C\c2ccccc2)SC1=S)N1CCOCC1	.	-58	-4	17	-29	-15	19	-8	10	-13	22
O=C(CSc1nncs1)Nc1ccc(N2CCCCC2)cc1	-2	-5	5	9	-17	-21	-138	-23	5	-14	-188
CCc1nc(SCC(=O)NCc2ccc(F)cc2)c2c(=O)n(C)c(=O)n(C)c2n1	0	20	4	-3	-1	.	14	-21	12	-10	4
CCCCNC(=O)C[C@@H]1C[C@@]2(C(=O)OCC)CCC=C2N(CCC2=CCCCC2)C1=O	.	.	.	-3	-18	.	.	5	.	0	10
CCCN1C(=O)C(=O)N(CC(=O)N2c3ccccc3NC(=O)CC2C)C1=O (stereo unspecified)	.	-1	9	-4	-4	.	-8	0	-23	-5	5
Cc1cc(C)cc(C(=O)NCC(=O)NNC(=O)CSc2ccccc2F)c1	-2	11	-4	-16	6	.	12	3	-1	-8	13
COc1ccc(OC)c(S(=O)(=O)CC(=O)c2cc3ccc(OC)cc3oc2=O)c1	4	4	4	4	4	1	-58	-15	-6	1	-5
COCCNC(=O)c1cc(OC)c(OC)cc1[N+](=O)[O-]	0	-13	-3	6	21	7	-96	-9	6	-5	9
O=C(Cn1c(C(F)(F)F)nc2ccccc21)N=Nc1c(O)[nH]c2ccc(Br)cc12	4	40	-12	-1	22	51	43	-28	5	-29	19
Cc1nc(NC(=O)CSc2nnnn2Cc2ccccc2)sc1C	0	-7	8	-2	-21	-6	-51	-35	-3	-11	-21
Cc1ccc(S(=O)(=O)Oc2ccc(/C=C(/NC(=O)c3ccccc3)C(=O)NC(C)C(=O)O)cc2)cc1 (stereo unspecified)	2	-1	-9	-8	-7	-19	14	-5	15	-3	11
O=P(c1ccccc1)(c1ccccc1)c1cc(S(=O)(=O)O)ccc1O	.	-7	2	-6	-2	1	16	-23	12	24	5
Nc1nonc1C(=O)NCCNC(=O)c1ccc(Cl)cc1	-1	-13	6	-8	-13	8	0	-26	-8	20	3
CCOCCCNC(=O)C(NC(=O)c1ccc2c(c1)OCO2)c1ccccc1 (stereo unspecified)	1	10	7	-15	9	7	3	5	-8	-3	13
CC1=CC2=NC(=O)CC(C)(C(=O)N(CC(=O)NC(C)(C)C)C3CCCC3)N2C=C1 (stereo unspecified)	2	0	0	-6	-10	7	6	14	9	14	19
COc1ccccc1C(=O)NNC(=O)c1ccc(O)cc1	.	-13	6	7	-19	.	-14	-17	5	6	-22
CC(=O)c1c(C)[nH]c(C(=O)CSc2nnc(-c3ccc(Cl)cc3)n2CC2CCCO2)c1C (stereo unspecified)	-1	29	-3	17	18	1	6	-6	0	24	16
Cn1nnc2sc3c(c2c1=O)CCCC3	-1	-7	-42	4	-44	-9	-18	-5	4	5	-6
O=CN1CCN(C=O)C(O)C1O (stereo unspecified)	.	-15	-5	-5	-14	8	7	0	-13	33	8
C=CCNC(=S)Nc1cc(Cl)ccc1OC	-1	-17	-5	-2	-20	14	-5	15	-5	12	-1
CCC(C)n1c(SCC(=O)Nc2ccc3[nH]c(=O)[nH]c3c2)nc2ccccc2c1=O (stereo unspecified)	-3	1	-11	9	-5	-7	-4	6	14	-15	-1
CCC1CN(C(=O)NCc2cccc(OC)c2)c2ccccc2O1 (stereo unspecified)	.	-3	1	16	-11	2	8	-21	-10	-8	2
CC(=O)Nc1ccc(OCC(O)CN2CCN(S(=O)(=O)c3ccc(NC(C)=O)cc3)CC2)cc1 (stereo unspecified)	3	-2	0	-16	15	3	-2	20	1	19	9
OC(c1cccc(Cl)c1)c1nc(-c2cnc3ccccc3c2)cs1 (stereo unspecified)	.	-17	13	-17	-9	.	-159	-54	-10	31	-193
Cn1c(SCC(=O)NC2CC2)nnc1-c1ccccn1	2	-13	7	1	8	19	3	-29	-25	14	4
N#Cc1nc(-c2cccs2)oc1NCCc1ccccc1	6	-46	2	-12	-88	-42	-191	-44	0	-28	-244
COc1ccccc1-c1ccc(Nc2cccc(C(F)(F)F)c2)nn1	1	-11	4	9	-21	-19	-16	-21	10	-44	-21
Cn1c(N)c(C(=O)COC(=O)COc2ccccc2Cl)c(=O)n(C)c1=O	.	4	6	-14	-9	1	11	-10	4	-1	8
CCOC(=O)N1CCN(S(=O)(=O)c2cc(OCC(N)=O)c(C)cc2Cl)CC1	-2	13	5	3	8	14	10	-16	-2	6	9
CN(C)S(=O)(=O)c1ccc(N2CCCC2)c(C(=O)OCC(=O)N2CCN(c3ccccc3)CC2)c1	2	-6	-2	6	-4	8	13	7	12	-3	-28
Clc1ccc(COn2ccnc2)cc1Cl	.	-16	10	-1	-9	7	-18	19	-26	-2	-3
O=c1cc(CN2CCN(c3ccc(F)cc3)CC2)nc2sccn12	0	16	-16	-3	-15	1	3	-5	-3	-3	-18
CCc1ccc(N2CN=c3s/c(=C\c4ccccc4)c(=O)n3C2)cc1	0	46	8	-6	-37	-7	-23	-9	-2	13	-9
O=S(=O)(/C=C/c1ccccc1)NC1CCCCCCC1	-4	-6	5	-1	-5	4	19	-16	7	8	21
CCCCC(c1nnnn1CC1CCCO1)N1CCN(c2ccccc2)CC1 (stereo unspecified)	3	5	-25	-3	-8	.	3	6	24	-2	18
O=C(Cn1ccnc1)c1ccc(O)c(O)c1	2	-9	9	-4	13	-1	3	-17	-21	-2	8
COc1ccc(Nc2nc(C)cc(C)c2C(N)=O)c(OC)c1	-2	12	-4	-1	-3	3	18	-10	5	-5	15
Oc1ccc(C(=S)N2CCCCC2)cc1Cl	-7	-10	1	-12	12	-4	16	-7	9	-4	19
CCC(C)NC(=O)Cn1cc2c(n1)CCC(C)C2 (stereo unspecified)	-1	-39	19	-8	-15	.	-11	2	-22	-7	-14
Cc1ccc2nc(C3CCCCC3)[nH]c2c1	-1	-70	0	7	-31	-42	-254	-91	2	-6	-223
Cc1nnsc1C(=O)N/N=C/c1ccc2ccccc2c1O	0	81	-2	17	26	69*	44	-21	1	54*	3
O=C(CCCCCNC(=O)N1CCn2c1nc1ccccc12)NCc1ccccc1Cl	0	3	0	-9	-8	9	-15	-7	13	-8	-8
O=C(CCN1C(=O)/C(=C/c2ccc(F)cc2)SC1=S)NCCCn1ccnc1	2	-4	0	-3	-4	-1	-2	-7	-9	-3	7
CCCCOC(=O)CSC1=C(C#N)C(c2cccnc2)C(C(=O)OCC)=C(c2ccccc2)N1 (stereo unspecified)	2	16	-1	17	-5	6	17	-6	15	-4	-4
Cc1ccc(-n2nnnc2-c2nc3ccccc3s2)cc1	4	0	3	2	-9	-2	-18	-4	8	24	-76
CC1(C(=O)NC2CCCCC2)CCC(=O)N1CC(F)(F)F (stereo unspecified)	.	-1	0	-9	13	.	-13	-18	-6	11	3
Cc1ccccc1Cn1c2ccccc2c2cnn(CC(=O)NCc3ccccn3)c(=O)c21	0	-27	6	0	-20	19	22	5	5	-3	19
O=C(COc1ccccc1F)NCc1ccc(-n2cccc2)cc1	6	-2	17	10	-4	-6	3	-15	-16	-2	-6
Cc1ccc(NC(=O)c2ccsc2)cc1NS(C)(=O)=O	-1	-14	-4	-24	-1	16	12	-4	8	-8	0

Record cards, from the list above. Order of screens: NR2E3 ag-1, Shn3 3UTR inh, KKLEB tox, C8 TRAIL sens, TROY NFkB inh, MITF TRPM1 inh, Peg3 prom inh, NR2E3 ag-2, CF NFkB inh, TWEAK-Fn14 inh, HIF-2a inh
Oc1ccc(C(=S)N2CCCCC2)cc1Cl is listed as -7, -10, 1, -12, 12, -4, 16, -7, 9, -4, 19
CC1(C(=O)NC2CCCCC2)CCC(=O)N1CC(F)(F)F (stereo unspecified) is listed as ., -1, 0, -9, 13, ., -13, -18, -6, 11, 3
CCCCC(c1nnnn1CC1CCCO1)N1CCN(c2ccccc2)CC1 (stereo unspecified) is listed as 3, 5, -25, -3, -8, ., 3, 6, 24, -2, 18
Cc1ccc(NC(=O)c2ccsc2)cc1NS(C)(=O)=O is listed as -1, -14, -4, -24, -1, 16, 12, -4, 8, -8, 0

Additional results follow:
SMILES	NR2E3 ag-1	Shn3 3UTR inh	KKLEB tox	C8 TRAIL sens	TROY NFkB inh	MITF TRPM1 inh	Peg3 prom inh	NR2E3 ag-2	CF NFkB inh	TWEAK-Fn14 inh	HIF-2a inh
Cc1cc2cc(C(c3nnnn3Cc3ccco3)N3CCc4ccccc43)c(=O)[nH]c2cc1C (stereo unspecified)	3	-10	0	0	8	9	11	-7	0	14	9
O=C(Nc1cccc(-c2nn[nH]n2)c1)c1cccs1	2	0	0	-3	-19	-3	-8	-18	-16	-4	-6
COCC(=O)N/N=C(\C)CC(=O)NCc1ccco1	1	1	4	-3	8	14	-9	10	-14	-2	5
COc1ccc(CNC(=O)CCCSc2ccccc2)cc1	1	15	-4	5	-21	-2	12	21	1	31	-8
COc1ccc(OC)c(C2C(C(N)=O)=C(C)Nc3nc(-c4cccc(Cl)c4)nn32)c1 (stereo unspecified)	0	-1	-6	5	-10	1	-3	-35	-12	17	4
COC(=O)CSc1nc2cc3c(cc2cc1C)OCCO3	1	-2	0	0	0	-8	10	-15	2	-14	-17
CO/C([O-])=N/c1c[n+](-c2ccc(Cl)cc2)no1	-3	-11	-1	-9	-27	4	-22	4	4	-11	-15
Cc1ccc2nc(NC(=O)c3ccco3)sc2c1	-10	48	-23	78*	62*	57	69*	-45	-13	98*	48*

A portion of the library; count on the stated rates, not on these rows.
